Screens (PubChem)
ssDAF-12 act = S. stercoralis DAF-12 activation, primary screen; HEK293 ssDAF-12/GRIP1 lit1-tk-luc reporter, luminescence; % of 3 µM dafachronic acid response; AID 652126; activation, % at 6.8 µM; hit rate 1% among 370,000;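 active = activation above the mean over all tested compounds plus 3 SD, cut at about 0.9% in these data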;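 note: 0% = DMSO-only wells and 100% = 3 µM delta7-dafachronic acid wells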
hgDAF-12 ag = activates the H. glycines DAF-12 receptor ligand-binding domain. hit rate 1.8% among 370,000. activation, % at 6.8 µM. HEK293 GAL4-hgDAF12 UAS-luciferase reporter, agonist luminescence; normalized to butyrate control;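 active = activation above a cutoff set at the mean of all screened compounds plus 3 SD, cut at about 10% in these data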;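 note: 0% = DMSO wells and 100% = sodium butyrate wells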
PLCg1 inh = PLC-gamma1 (human) inhibition, primary screen. inhibition, % at 12.2 µM. P19174. hit rate 0.84% among 370,000. purified PLC-gamma1, fluorogenic substrate, fluorescence; in the data active = inhibition above about 9.5%
DAX1 inh-1 = inhibitors of human orphan nuclear receptor DAX1 (NR0B1) | P51843 | HEK293 Gal4-DAX1 luciferase reporter, luminescence | inhibition, % at 6.75 µM | hit rate 0.99% among 340,000 | AID 504766;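 active = inhibition above the mean over all tested compounds plus 3 SD, cut at about 4.2% in these data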;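 note: 0% = DAX1-transfected cells with DMSO and 100% = empty-vector control cells with DMSO; inhibition shows as a rise in luminescence from relieved DAX1 repression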
Target sequence (P51843 207-470 limits assumed): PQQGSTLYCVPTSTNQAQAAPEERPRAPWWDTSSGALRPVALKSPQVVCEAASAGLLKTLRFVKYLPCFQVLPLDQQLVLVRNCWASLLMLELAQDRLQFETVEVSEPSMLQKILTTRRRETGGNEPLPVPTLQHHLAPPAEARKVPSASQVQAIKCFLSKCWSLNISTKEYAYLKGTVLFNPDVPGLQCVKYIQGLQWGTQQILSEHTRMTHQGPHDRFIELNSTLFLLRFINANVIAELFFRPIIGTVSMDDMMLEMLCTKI
DAX1 inh-2 = blocks DAX1 repression of SF-1 activated StAR promoter | HEK293T StAR-luciferase reporter, SF-1/DAX-1 repression relief | inhibition, % at 6.8 µM | hit rate 1.1% among 370,000 | AID 652010;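 active = inhibition above the mean over all tested compounds plus 3 SD, cut at about 3.6% in these data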;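 note: 0% = DAX-1 cells with DMSO and 100% = cells lacking DAX-1 with DMSO; higher inhibition means more luminescence from relief of DAX-1 repression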
ADAM10 inh = inhibitors of human ADAM10; inhibition, % at 7 µM; recombinant ADAM10, EDANS/DABCYL FRET peptide cleavage, 3 h; AID 720582; hit rate 0.62% among 370,000;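 active = inhibition above a per-campaign cutoff equal to the mean of compounds falling between control-based bounds plus 3 SD, cut at about 20% in these data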;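 note: 0% = DMSO wells while the 100% control is not disclosed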
Target sequence (O14672 214-748 limits assumed): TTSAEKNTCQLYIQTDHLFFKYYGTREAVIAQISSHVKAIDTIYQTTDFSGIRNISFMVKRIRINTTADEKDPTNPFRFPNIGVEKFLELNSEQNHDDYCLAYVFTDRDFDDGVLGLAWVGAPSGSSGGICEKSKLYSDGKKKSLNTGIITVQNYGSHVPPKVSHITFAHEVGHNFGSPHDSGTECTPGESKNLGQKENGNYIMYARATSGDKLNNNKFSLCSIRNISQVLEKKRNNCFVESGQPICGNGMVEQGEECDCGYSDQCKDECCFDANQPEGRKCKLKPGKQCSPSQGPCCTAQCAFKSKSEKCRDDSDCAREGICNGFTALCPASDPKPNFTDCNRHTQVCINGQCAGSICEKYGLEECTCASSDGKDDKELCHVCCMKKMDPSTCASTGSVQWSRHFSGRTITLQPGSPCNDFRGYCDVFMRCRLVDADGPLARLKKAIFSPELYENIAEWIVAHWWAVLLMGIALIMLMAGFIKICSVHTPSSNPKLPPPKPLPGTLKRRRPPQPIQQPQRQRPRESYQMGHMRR
PLCb3 inh = blocks human PLC-beta3 enzyme activity. Q01970. Purified PLC-beta3, fluorogenic substrate, fluorescence. inhibition, % at 12.2 µM. hit rate 0.18% among 370,000. AID 720704; in the data active = inhibition above about 11%;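 note: 0% = median of compound wells on plate and 100% = full blocker control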
ADAM17 inh = inhibitors of human ADAM17. AID 720648. recombinant ADAM17, EDANS/DABCYL FRET peptide cleavage. hit rate 0.83% among 370,000. inhibition, % at 6.95 µM. P78536;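 active = inhibition above the mean of compounds lying between control limits plus 3 SD, set per campaign, cut at about 8.5% in these data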;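 note: 0% = DMSO-only wells as the low control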
hcDAF12 agonist = H. contortus DAF-12 activation, primary screen; HEK293 hcDAF-12 lit1-tk-luc reporter, luminescence; 0% DMSO, 100% Δ7-dafachronic acid; activation, % at 6.8 µM; hit rate 1.4% among 370,000; AID 652067;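 active = activation above the mean of all tested compounds plus 3 SD, cut at about 5.5% in these data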;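 note: 100% = response to 3 µM Δ7-dafachronic acid high control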
FXN GAA850 act = increases GAA850 frataxin promoter reporter activity | HEK293 lucGAA850 FXN promoter luciferase reporter, 24 h; percent of 10 µM SAHA response | activation, % at 6 µM | hit rate 0.56% among 360,000 | AID 540364;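 active = activation above the average of all compounds screened plus 3 SD, cutoff fixed separately per campaign, cut at about 7.5% in these data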;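 note: 0% = DMSO wells and 100% = 10 µM SAHA wells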
sPLA2-III inh = Blocks human group III sPLA2 activity | QFRET BODIPY PC-A2 liposome hydrolysis, fluorescence | inhibition, % at 12.2 µM | hit rate 0.56% among 370,000 | AID 743126;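 active = inhibition above mean plus 3 SD of compounds lying within the high and low control bounds, cut at about 19% in these data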;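 note: 0% = median of test compound wells and 100% = no enzyme DMSO wells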
* hit, by the source's call; . = no result given.

Codes – A = ssDAF-12 act; B = hgDAF-12 ag; C = PLCg1 inh; D = DAX1 inh-1; E = DAX1 inh-2; F = ADAM10 inh; G = PLCb3 inh; H = ADAM17 inh; I = hcDAF12 agonist; J = FXN GAA850 act; K = sPLA2-III inh
> CCCCN(C(=O)CC1CCCC1)c1c(N)n(CCCC)c(=O)[nH]c1=O
  A: -1.1	B: 4.1	C: -1	D: -0.8	E: -0.9	F: -5	G: -2	H: 1	I: 0.1	J: -0.2	K: -1
> COc1ccc(-c2cc(C(=O)N/N=C/c3ccc(OC)c(COCC(F)(F)C(F)F)c3)c3ccccc3n2)c(OC)c1
  A: -0.5	B: 1.3	C: -55	D: 0.7	E: -0.2	F: -88	G: -73	H: -32	I: -0.8	J: 0.8	K: 6
> CCOc1cc(C(=S)N2CCCC2)ccc1O
  A: -1.2	B: 0.1	C: -1	D: -0.2	E: -0.5	F: -3	G: -2	H: -3	I: -0.1	J: 1.1	K: 1
> C=CCn1c(SCc2nc3cc(C(=O)OC)ccc3c(=O)[nH]2)nc2sc(CC)cc2c1=O
  A: -0.9	B: -0.2	C: 5	D: 0.6	E: 1.2	F: 0	G: 0	H: 5	I: 0.3	J: -4.0	K: 7
> O=C(Nc1nnc(COc2ccccc2)s1)Nc1ccccc1F
  A: -0.8	B: -0.4	C: 3	D: 0.5	E: -0.2	F: -3	G: -5	H: -3	I: -0.6	J: 0.9	K: 0
> O=c1[nH][nH]c(-c2ccccc2)c1-c1ccccc1
  A: -0.5	B: 4.8	C: -16	D: 0.1	E: 0.7	F: -20	G: -17	H: -9	I: 0.1	J: -0.7	K: -3
> CN(C(=O)c1ccc2c(c1)OCO2)C1(C)CCS(=O)(=O)C1 (centres undefined)
  A: -0.9	B: -0.2	C: 1	D: 0.3	E: 1.0	F: 4	G: -9	H: 0	I: -0.3	J: 1.8	K: 15
> COc1cccc(C(=O)N2CCCc3ccccc32)c1OC
  A: -0.4	B: 0.0	C: 3	D: -0.5	E: 0.5	F: -2	G: 2	H: -1	I: 0.3	J: 1.0	K: -3
> COc1cc(SC#N)ccc1N=Cc1c(C)[nH]n(-c2ccc(C)cc2)c1=O
  A: -1.4	B: -1.1	C: -4	D: -0.8	E: -1.2	F: 1	G: -1	H: 1	I: -2.0	J: 0.2	K: -4
> CCOC(=O)CCC(=O)NCc1ccc2c(c1)cc(C)n2C
  A: -1.0	B: -0.9	C: -37	D: -1.2	E: 0.4	F: -37	G: -49	H: -17	I: 0.0	J: -2.2	K: -7
> O=C(CCN1CCN(c2ccccc2)CC1)Nc1ccc(OCc2ccccc2)cc1
  A: -1.2	B: -0.8	C: 1	D: 0.6	E: -0.4	F: 2	G: 0	H: -5	I: 1.8	J: 1.7	K: -8
> COc1ccc(C#CC2=CC(=O)CC(C)(C)C2)cc1
  A: -1.0	B: 3.3	C: -25	D: 0.5	E: -0.2	F: -3	G: -34	H: 6	I: -1.8	J: 0.4	K: -3
> Cc1ccc(-n2nc(C(=O)O)nc2-c2ccccc2)cc1
  A: -1.3	B: 1.6	C: 6	D: -0.2	E: 0.2	F: 11	G: 1	H: 1	I: -0.9	J: -1.2	K: -1
> CC(=O)NC(c1cccc(F)c1)c1nc(-c2ccc3ccccc3c2)cs1 (centres undefined)
  A: -1.1	B: -1.2	C: -1	D: .	E: -1.3	F: 8	G: 0	H: 0	I: -1.8	J: 0.3	K: -11
> COc1cc2cnc(-c3ccccc3)c(-c3ccc(C(F)(F)F)cc3)c2cc1OC
  A: -1.1	B: -2.2	C: 1	D: 0.6	E: -0.2	F: 3	G: -2	H: -3	I: 0.2	J: 0.7	K: 6
> CC(C)[C@H](NC(=O)[C@@H]1CCCN1)C(=O)N1CCC2CCN(S(=O)(=O)c3ccccc3)CC21 (some centres undefined)
  A: -1.1	B: 0.6	C: -1	D: .	E: 0.1	F: -5	G: 3	H: -1	I: -2.5	J: .	K: -1
> Cc1cc(C)cc(N(C(=O)c2ccco2)C(C(=O)NC2CCCC2)c2ccncc2)c1 (centres undefined)
  A: 0.0	B: -1.6	C: 1	D: -0.8	E: 0.4	F: -4	G: -8	H: 1	I: -2.0	J: 0.3	K: 7
> CCCn1c(=O)c(C(=O)Nc2ncccc2O)c(O)c2ccccc21
  A: -0.5	B: 0.8	C: -1	D: -1.0	E: 0.2	F: -9	G: -13	H: 2	I: -0.3	J: -2.8	K: -2
> CCC(=O)c1ccc(OCC(O)CN(C)C2CCCCC2)cc1 (centres undefined)
  A: -1.0	B: 1.6	C: 1	D: 0.1	E: -0.1	F: -1	G: -1	H: -3	I: -0.5	J: -0.5	K: 1
> O=C1OCC/C1=C\c1ccccc1O
  A: -1.1	B: 1.1	C: -40	D: 1.4	E: -0.6	F: -4	G: -53	H: -2	I: -1.2	J: -2.4	K: -2
> Clc1ccc(C2=NNC(=NCc3ccc4c(c3)OCO4)SC2)cc1
  A: -0.7	B: 1.4	C: 0	D: -0.8	E: 0.2	F: 11	G: 2	H: 12*	I: 2.0	J: 4.0	K: -28
> CC1(C(=O)NCc2ccccc2)CCC(=O)N1CC(F)(F)F (centres undefined)
  A: -0.7	B: -0.3	C: -1	D: .	E: 0.2	F: -4	G: 3	H: -3	I: -1.9	J: .	K: 4
> Cc1cc(Br)ccc1NC(=O)CNC(=O)COc1ccccc1C
  A: -0.5	B: 2.0	C: -2	D: -0.5	E: 1.9	F: 1	G: -14	H: -1	I: -1.0	J: -0.3	K: -9
> CC1CC1C(=O)OCC(=O)NC(=O)c1ccccc1 (centres undefined)
  A: -1.1	B: 1.5	C: 5	D: -0.6	E: 2.4	F: -7	G: -4	H: 1	I: -0.1	J: 1.1	K: 0
> COC(=O)[C@@]12C[C@@H](CC(=O)N3CCOCC3)C(=O)N(Cc3ccccc3)C1=CCC(C)(C)C2
  A: -0.5	B: 0.6	C: -1	D: .	E: 0.1	F: -10	G: -1	H: -3	I: -0.9	J: .	K: 4
> COc1c(C=O)cc2c3c1CCCN3CCC2
  A: -1.1	B: -0.9	C: -23	D: 0.0	E: -0.7	F: -22	G: -36	H: -13	I: 2.6	J: 3.3	K: 1
> COc1ccccc1NC(=O)C(=O)NCCC1CCCCN1S(=O)(=O)c1cccs1 (centres undefined)
  A: -1.6	B: -1.4	C: 2	D: -1.3	E: 0.3	F: -6	G: -5	H: 1	I: -2.5	J: 0.6	K: -1
> COc1ccc(C2CC(c3ccc4ccccc4c3)=NN2C(=O)COC(=O)C2CCC(=O)N2)cc1 (centres undefined)
  A: 1.2*	B: 15*	C: -17	D: 2.1	E: 6.7*	F: -32	G: -35	H: -14	I: 10*	J: 5.9	K: -19
> Cc1cccc(C(=O)OCC(=O)c2cccc(Br)c2)c1O
  A: -1.0	B: 1.8	C: 0	D: 0.2	E: 0.3	F: -5	G: -8	H: -3	I: -0.9	J: 2.3	K: -2
> CC1(c2ccccc2)CC(C)(C)N2C(=O)C3(C(C#N)=C(N)Oc4cc(O)ccc43)c3cccc1c32 (centres undefined)
  A: -1.1	B: 0.5	C: -1	D: 0.0	E: -0.1	F: 7	G: 1	H: 2	I: -2.1	J: 0.0	K: -19

A second format for some results above.
Clc1ccc(C2=NNC(=NCc3ccc4c(c3)OCO4)SC2)cc1
  ssDAF-12 act = -0.7; hgDAF-12 ag = 1.4; PLCg1 inh = 0; DAX1 inh-1 = -0.8; DAX1 inh-2 = 0.2; ADAM10 inh = 11; PLCb3 inh = 2; ADAM17 inh = 12*; hcDAF12 agonist = 2.0; FXN GAA850 act = 4.0; sPLA2-III inh = -28

CC1(C(=O)NCc2ccccc2)CCC(=O)N1CC(F)(F)F (centres undefined)
  ssDAF-12 act = -0.7; hgDAF-12 ag = -0.3; PLCg1 inh = -1; DAX1 inh-1 = .; DAX1 inh-2 = 0.2; ADAM10 inh = -4; PLCb3 inh = 3; ADAM17 inh = -3; hcDAF12 agonist = -1.9; FXN GAA850 act = .; sPLA2-III inh = 4

Cc1cc(Br)ccc1NC(=O)CNC(=O)COc1ccccc1C
  ssDAF-12 act = -0.5; hgDAF-12 ag = 2.0; PLCg1 inh = -2; DAX1 inh-1 = -0.5; DAX1 inh-2 = 1.9; ADAM10 inh = 1; PLCb3 inh = -14; ADAM17 inh = -1; hcDAF12 agonist = -1.0; FXN GAA850 act = -0.3; sPLA2-III inh = -9

CC1CC1C(=O)OCC(=O)NC(=O)c1ccccc1 (centres undefined)
  ssDAF-12 act = -1.1; hgDAF-12 ag = 1.5; PLCg1 inh = 5; DAX1 inh-1 = -0.6; DAX1 inh-2 = 2.4; ADAM10 inh = -7; PLCb3 inh = -4; ADAM17 inh = 1; hcDAF12 agonist = -0.1; FXN GAA850 act = 1.1; sPLA2-III inh = 0

Additional results follow.
Codes – A = ssDAF-12 act; B = hgDAF-12 ag; C = PLCg1 inh; D = DAX1 inh-1; E = DAX1 inh-2; F = ADAM10 inh; G = PLCb3 inh; H = ADAM17 inh; I = hcDAF12 agonist; J = FXN GAA850 act; K = sPLA2-III inh
> Clc1ccc(Sc2ccc(/C=N/n3cnnc3)o2)cc1
  A: -1.8	B: 0.7	C: -8	D: -0.1	E: -0.8	F: -18	G: -16	H: -7	I: 0.4	J: 1.1	K: -1
> CCOC(=O)CNC(=O)C(Cc1ccccc1)NS(=O)(=O)c1cccs1 (centres undefined)
  A: -0.8	B: 1.8	C: 1	D: 0.6	E: 0.0	F: 5	G: 3	H: -2	I: -0.4	J: 0.8	K: -3
> Cc1cc(C)nc(N2C(=O)CC(C(C)c3ccccc3)C2=O)n1 (centres undefined)
  A: -0.8	B: 0.1	C: 1	D: -0.5	E: 0.7	F: -4	G: 3	H: -6	I: -1.7	J: -1.0	K: 0
> COc1ccc(N(C(=O)CNS(=O)(=O)c2ccccc2)C(C(=O)NCc2ccco2)C(C)C)cc1 (centres undefined)
  A: -1.9	B: -2.4	C: 0	D: -0.6	E: -0.5	F: 4	G: -5	H: -7	I: 1.5	J: -2.2	K: -10
> Cc1ccccc1NC(=O)Cn1c(=O)sc2ccccc21
  A: -1.3	B: -0.7	C: 2	D: 0.3	E: -0.4	F: 1	G: 2	H: 2	I: -1.4	J: 2.5	K: -2
> O=C(Cc1ccc(NC(=O)C2CCCN(C(=O)C3CCC3)C2)cc1)Nc1ccc(C(=O)N2CCOCC2)cc1 (centres undefined)
  A: -1.4	B: 1.6	C: -2	D: 0.5	E: -0.3	F: -4	G: 2	H: 0	I: -1.6	J: -0.4	K: -9
> On1c(-c2ccccc2)nc2ccccc21
  A: -1.2	B: 3.4	C: 0	D: 1.2	E: 1.2	F: 0	G: -15	H: -1	I: 0.5	J: 1.0	K: -2
> Cc1ccccc1-c1nnn(Cc2ccc(F)cc2Cl)n1
  A: -0.6	B: 6.3	C: 11*	D: 2.5	E: 0.4	F: 11	G: 2	H: 10*	I: -0.5	J: 1.1	K: 8
> CCCc1nnc(NC(=S)Nc2ccccc2)s1
  A: -1.2	B: 5.4	C: 0	D: 1.8	E: 1.0	F: 0	G: -3	H: -3	I: 0.0	J: 0.8	K: 12
> CN1C[C@@H]2C(c3ccccc3)C3(c4cccnc4)CC2(C3)[C@H]1c1ccccc1 (some centres undefined)
  A: -1.4	B: 0.7	C: 9	D: -0.4	E: 0.1	F: -1	G: 5	H: 2	I: -2.0	J: 0.3	K: 1

Hits appear at their usual frequency; about 6.9% have a hit in one of these screens.
